Screening results from PubChem.
Lamin A splicing – LMNA splicing modulation; 0.01% of 200,000 active; HeLa LMNA splicing GFP/RFP minigene ratio, 48 h; AID 1487; Potency, µM (doses to about 46.1 µM), without a hit: at the highest dose ratio change, negative = inhibition, usual class: inhibitors; active = well fitted inhibition curve with a large enough effect in the signal ratio, with a control signal flat, not every such curve was filed as active; inconclusive = small, poorly fitted or top-dose-only effect, or effect the other way, or a change in a side signal; the % refers to the signal ratio; also: potency is read from the fitted curve at half-maximal effect; % is scaled to controls: 0 for no effect and ±100 for the full control effect
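Read-out is the ratio of GFP to DsRed2 object intensity, acquired by 488 nm laser-scanning cytometry on HeLa lamin A-EGFP minigene reporter cells. Compound incubation 48 hrs at 37 °C in Opti-MEM with 2% FBS; DMSO 0.5% final.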
CBFb RUNX1 block – CBF-beta/RUNX1 interaction disruption. Potency, µM (doses to about 59.8 µM), for inactives: at the top dose activity, negative = inhibition, usual class: inhibitors. 230,000 tested, under 10 active. Q01196+Q13951. AlphaScreen CBFb-His/RUNX1-biotin binding, biochemical. AID 1477; also: % of control where 0% means no effect
Target sequence (Q01196 whole entry, looked up): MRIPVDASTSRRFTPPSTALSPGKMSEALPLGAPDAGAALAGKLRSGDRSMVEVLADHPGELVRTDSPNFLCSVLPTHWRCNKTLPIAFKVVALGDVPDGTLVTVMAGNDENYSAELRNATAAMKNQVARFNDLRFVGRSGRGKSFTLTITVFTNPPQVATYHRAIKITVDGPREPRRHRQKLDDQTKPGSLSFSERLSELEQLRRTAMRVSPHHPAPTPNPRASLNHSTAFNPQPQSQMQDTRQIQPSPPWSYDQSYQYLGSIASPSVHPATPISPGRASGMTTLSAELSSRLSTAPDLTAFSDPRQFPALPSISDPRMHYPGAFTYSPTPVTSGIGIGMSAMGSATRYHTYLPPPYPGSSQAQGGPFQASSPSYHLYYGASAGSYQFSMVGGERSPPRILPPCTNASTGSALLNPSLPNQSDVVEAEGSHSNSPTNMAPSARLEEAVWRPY
Target sequence (Q13951 whole entry, looked up): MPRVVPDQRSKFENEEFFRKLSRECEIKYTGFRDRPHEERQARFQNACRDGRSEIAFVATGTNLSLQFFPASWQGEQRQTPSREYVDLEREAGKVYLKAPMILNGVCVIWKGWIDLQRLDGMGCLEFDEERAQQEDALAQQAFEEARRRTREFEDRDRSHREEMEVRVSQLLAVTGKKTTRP
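Bead-based AlphaScreen assay; binding partners His-tagged CBF-beta and biotinylated RUNX1 at 30 nM each. Compound exposure 15 min after a 20-min protein preincubation; bead step 90 min; all steps at room temperature.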
GAA inhib – blocks human lysosomal alpha-glucosidase. P10253. purified human GAA, 4-MU-alpha-glucoside fluorescence. Potency, µM (titrated, usually from 76.9 µM), inactives show at the highest dose activity change, negative = inhibition, usual class: inhibitors. 0.005% of 200,000 active;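 also: potency is read from the fitted curve at half-maximal effect; plate controls were uninhibited enzyme wells for no effect and no-enzyme background for full effect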
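Endpoint fluorogenic read: 20 min room-temperature reaction of 4 nM human alpha-glucosidase with 400 uM 4-methylumbelliferyl-alpha-D-pyranoside, pH 5.0, quenched with 1M NaOH/1M glycine pH 10. AC50 from Hill modeling.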
HttQ103 aggreg – mutant huntingtin aggregation inhibition | PC12 HttQ103-GFP aggregates, Acumen cytometry, 40 h | AID 1688 | Potency, µM (top dose mostly 46.1 µM), inactives show at the top dose activity change, negative = inhibition, usual class: inhibitors | 1.1% of 220,000 active; also: potency is read from the fitted curve at half-maximal effect; % is scaled to controls: 0 for no effect and ±100 for the full control effect; nearly all actives have a fitted effect of over 60% in size
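Read-out: GFP aggregate count by laser scanning cytometer (488 nm excitation, 500-530 nm emission, 1–25 µm objects >6 SD above background). Cells: PC12, inducible HTTex1-Q103-GFP, 100 nM tebufenozide; compounds titrated.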
HTT ATP protect – cytoprotection in Huntington HTT-Q103 PC12 cell model. PC12 HTT-Q103 induced, cytoprotection, ATP luminescence, 40 h. Potency, µM (top dose mostly 56.4 µM), inactives show cytoprotection (ATP increase), actives largely listed as activators. 0.14% of 230,000 active. AID 1471;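 also: potency is read from the fitted curve at half-maximal effect; % of control where 0% means no effect; nearly all actives have a fitted effect of over 45% in size; toxic huntingtin expression switched on by the ecdysone agonist tebufenozide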
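Stable PC12 Q103-GFP cells in serum-supplemented, phenol red-free DMEM; induction by tebufenozide at 100 nM final; compound dose series; cell viability quantified luminescently from ATP.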
GAA glycogen – inhibitors or activators of human alpha-glucosidase glycogen cleavage | Potency, µM (highest dose often 76.4 µM), for the others: at the top dose activity change, negative = inhibition, most hits filed as inhibitors | AID 2100 | 0.38% of 300,000 active | recombinant GAA, glycogen substrate, Amplex Red glucose oxidase fluorescence;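 also: potency is read from the fitted curve at half-maximal effect; 0% = full enzyme reaction and -100% = no-enzyme basal signal; the screen sought inhibitors and activators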
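qHTS, 1536-well; enzyme 4 nM final; cpd up to 77 uM; substrate bovine liver glycogen 30 ug; 50 mM citrate/phosphate pH 5.0, 0.01% Tween-20; 37 C, 40 min; Amplex Red detection 45 min RT; Hill fit → AC50.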
GAA spleen mod – inhibits or activates alpha-glucosidase in human spleen homogenate. P10253. human spleen homogenate, 4-MU-alpha-glucoside fluorescence. Potency, µM (titrated, usually from 79.9 µM), for inactives: top-dose activity change, negative = inhibition, usual class: inhibitors. AID 2112. 0.006% of 240,000 active;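 also: potency is read from the fitted curve at half-maximal effect; 0% = enzyme with vehicle and -100% = no enzyme basal signal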
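Enzyme source: human spleen homogenate, 1 ug/well. Buffer 50 mM citric acid/K phosphate pH 5.0, 0.01% Tween-20. 4-MU-alpha-glucoside 1 mM; 37 C x 40 min; NaOH/glycine stop; fluorescence.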
Active calls of the source: *; ? = inconclusive; · = no result given; [ ] = another dose, or the depositor's remark. Unless noted, calls follow the shape of the dose curve; as a rule, active = well fitted curve in the direction sought with a large enough effect; inconclusive = small, poorly fitted or top-dose-only effect, or another doubt; inactive = no such curve, though single readings can be large; an effect the other way counts as inactive or inconclusive. Compounds as they come. Share with any hit: about 1.5%.

SMILES	Lamin A splicing	CBFb RUNX1 block	GAA inhib	HttQ103 aggreg	HTT ATP protect	GAA glycogen	GAA spleen mod
CC(C)Cn1c(SCC(=O)N2CCN(S(=O)(=O)c3ccccc3)CC2)nc2ccccc21	?	5.1%	·	-16.9%	10.1%[10 µM]	-11.0%	-12.2%
CCS(=O)(=O)N1CCC(C(=O)Nc2cc(Cl)ccc2O)CC1	-2.4%	-1.5%	0.6%	3.3%	15.2%[10 µM]	-11.8%	1.6%
O=C(c1ccc(S(=O)(=O)N2CCCCC2)cc1)N(c1ccccn1)C1CCCCC1	·	0.5%	·	10.0%[9.22 µM]	27.0%[10 µM]	4.1%	-7.6%
O=C(NCc1ccccn1)c1ccc(Cn2c(=S)[nH]c3ccccc3c2=O)cc1	·	-14.6%	5.0%	18.4%	-2.8%	1.2%	5.1%
c1ccc2c(c1)OCC(c1nnc3sc(-c4ccc5c(c4)OCO5)nn13)O2 (centres undefined)	?	-0.1%	-7.1%	-11.8%	-31.8%	6.5%	2.7%
Cc1ccc(S(=O)(=O)N2CCC(C(=O)Nc3ccccc3N3CCCCC3)CC2)cc1	?	17.7%	0.7%	14.5%	-15.2%	-3.8%	0.7%
Clc1cccc2c1Sc1ccccc1CC2N1CCNCC1 (centres undefined)	5.0%	-1.8%	-3.0%	9.1%	10.9%[10 µM]	-8.2%	-2.1%
O=c1[nH]nc(-c2ccc(F)cc2)cc1Cc1ccc(F)cc1	·	14.2%	·	11.8%[9.22 µM]	14.6%[10 µM]	-9.8%	-2.0%
Cc1c(Br)c(=O)oc2c(C)c(O)ccc12	?	-2.3%	?	-16.4%	·	7.4%	0.2%
C=C(C)Cn1c(SCCN2CCOCC2)nc2c1c(=O)[nH]c(=O)n2C	-7.8%	14.7%	-1.1%	?	-3.7%[10 µM]	0.6%	-0.7%
CCn1c(O)c(N=NC2=NC(=O)CS2)c2cc(C)ccc21	-4.6%[0.0737 µM]	-5.5%	-9.2%	-8.4%	-16.2%	4.0%	-4.9%
Cc1cc(C)c(C#N)c(=N)o1	15.4%	-5.5%	-11.8%	14.5%	2.2%	-3.5%	3.9%
Cc1ccc(NC(=O)c2cc(-c3ccco3)on2)cc1C	18.2%	-0.3%	-0.5%	12.6%	-4.0%	6.1%	-6.1%
COc1cc(OC)c2c(c1O)OC(c1ccccc1)CC2=O (centres undefined)	·	-17.1%	·	4.5%[9.22 µM]	8.8%[10 µM]	?	-0.7%
NS(=O)(=O)c1ccc(NC(=O)COC(=O)C2(c3ccccc3F)CCCC2)cc1	?	-15.7%	?	-8.7%	20.7%[10 µM]	-2.1%	6.3%
O=c1c2ccccc2nc2n1C(CSCc1ccc(Cl)cc1Cl)CS2 (centres undefined)	?	2.1%	-1.3%	8.91µM*	-40.5%[inhibitor]	2.0%	-4.3%
COc1cccc(C(=O)Nc2cccnc2)c1	-7.8%	10.2%	-0.2%	4.2%	5.7%	10.2%	-21.6%
Cn1c(SCC(=O)c2ccc3c(c2)OCCO3)nnc1C1CC1	1.4%	4.0%	-1.8%	3.4%	24.8%[1.9 µM]	-6.3%	-0.3%
COc1ccc(NC2=CC(c3ccc(F)cc3)N(c3ccc(OC)cc3)C2=O)cc1 (centres undefined)	2.3%	?	0.1%	-5.6%	25.8%[10 µM]	-24.1%	-1.7%
CC(C)(C)NC(=O)NCCc1ccccc1	·	7.7%	·	-22.2%[9.22 µM]	19.4%[10 µM]	4.4%	-6.9%

Results in HttQ103 aggreg and GAA spleen mod (3 entries from above):
SMILES	HttQ103 aggreg	GAA spleen mod
O=C(c1ccc(S(=O)(=O)N2CCCCC2)cc1)N(c1ccccn1)C1CCCCC1	10.0%[9.22 µM]	-7.6%
COc1cc(OC)c2c(c1O)OC(c1ccccc1)CC2=O (centres undefined)	4.5%[9.22 µM]	-0.7%
CC(C)(C)NC(=O)NCCc1ccccc1	-22.2%[9.22 µM]	-6.9%

Going on with the list.
SMILES	Lamin A splicing	CBFb RUNX1 block	GAA inhib	HttQ103 aggreg	HTT ATP protect	GAA glycogen	GAA spleen mod
CCOC(OCC)P(=O)(C(C)C)C(C)C	3.4%	4.1%	-4.3%	-6.4%	-5.3%	6.2%	-28.4%
Brc1cccc(OCCCCN2CCCCC2)c1	-3.4%	5.9%	-2.1%	-19.1%	17.2%[0.074 µM]	-5.7%	0.3%
CCn1c(SCc2ccc(C(=O)Nc3nccs3)cc2)nnc1-c1ccc(N)cc1	?	-11.0%	-0.6%	-18.8%	-10.6%	0.1%	-0.1%
C=CCN(C(=O)CNC(=O)c1cccs1)C(C(=O)NC1CCCCC1)c1cccnc1 (centres undefined)	15.9%[46 µM]	1.9%	7.0%	8.6%[9.22 µM]	5.9%[10 µM]	-5.8%	-3.0%
COC(=O)c1cc(NS(=O)(=O)c2ccc(N3CCOCC3)c(NC(C)=O)c2)cc(C(=O)OC)c1	-6.9%	10.4%	2.6%	1.4%	14.1%[10 µM]	-4.0%	0.2%
Cc1ccc(CNC(=O)c2coc(=O)c3ccccc23)o1	-8.3%	3.6%	2.1%	22.6%	6.5%[10 µM]	-1.9%	0.0%
Cc1occc1-c1nnc(SCc2cc(=O)n3cc(Br)ccc3n2)n1C	-4.2%	-0.6%	-2.2%	3.8%	9.3%[10 µM]	0.6%	1.4%
COc1ccc(C(=O)NC(C)c2cc(OC)c(OC)cc2Br)cc1 (centres undefined)	19.1%	6.0%	-3.9%	-7.4%	-3.0%	-3.0%	8.6%
Cc1ccc(S(=O)(=O)N2CCN(C3CC(=O)N(Cc4ccccc4)C3=O)CC2)cc1C (centres undefined)	-7.5%	-3.9%	?	-13.3%	31.4%	-5.0%	-6.1%
O=C(O)c1ccc(CNCc2cccc(Cl)c2)cc1	·	-1.9%	7.9%	7.2%	-34.1%[inhibitor]	-0.4%	3.9%
Cc1ccc(C2(CCN)CCOC(C(C)C)C2)cc1 (centres undefined)	?	1.7%	0.7%	-1.7%	2.8%[10 µM]	15.9%	-2.2%
COc1cccc2cc(C(=O)Nc3ccc(F)cc3)c(=Nc3ccc(C(=O)O)cc3)oc12	-4.8%[46 µM]	-1.5%	-3.4%	-0.4%	-15.5%	-5.5%	8.5%
Nc1ccc(Nc2ccc([N+](=O)[O-])cc2[N+](=O)[O-])cc1	·	-26.0%	-5.5%	-23.1%	-21.0%	-27.2%	-1.5%
OC1(C(F)(F)F)CC(c2ccc3ccccc3c2)=NO1 (centres undefined)	·	8.8%	·	6.4%[9.22 µM]	-2.2%[10 µM]	0.4%	0.7%
CCOC(=O)CSc1nc2c(sc3ccccc32)c(=O)n1CCCN1CCOCC1	-8.0%	14.4%	4.3%	-8.4%	10.1%[10 µM]	-5.5%	-20.6%
O=C(/C=C/c1ccccc1)N/C(=C/c1ccccc1)C(=O)NCCO	?	-1.4%	2.5%	7.1%	-24.6%	4.0%	-5.3%
CCOC(=O)c1c(C)n(C)c2ccc(OC)c(NC(=O)CN3CCN(Cc4ccccc4)CC3)c12	-2.9%	0.7%	?	5.4%	6.0%	5.2%	4.9%
Cc1cc(C)cc(NC(=O)CSc2nc(CSc3ccc(Cl)cc3)cc(=O)[nH]2)c1	·	6.7%	·	-19.7%[9.22 µM]	6.1%[10 µM]	2.2%	0.5%
COc1ccc(CNC(=O)Nc2cccc(C)c2)cc1	-6.1%	-2.1%	-6.6%	11.4%	-33.6%	-6.3%	-0.2%
COC(=O)c1[nH]c2cccc(C)c2c1NC(=O)CN1CCN(c2ccccc2OC)CC1	-12.1%	-5.4%	5.8%	1.8%	-14.5%	2.6%	5.1%
CCN(CC)S(=O)(=O)c1cc(C(=O)OC)ccc1Cl	7.1%	-11.9%	0.4%	-0.9%	-0.9%	6.3%	-1.2%
C=CCSc1nc(Oc2ccccc2)c2sccc2n1	15.7%	?	-6.3%	4.4%	-21.7%	-1.0%	-1.0%
CCC(OC(=O)c1cc2sccc2n1C)C(=O)NCC1CCCO1 (centres undefined)	?	-2.1%	4.4%	7.4%	-8.9%[10 µM]	-18.8%	-2.4%
CCOC(=O)Cn1c(=O)oc2cc(S(=O)(=O)N3CCCC(C(=O)OCC)C3)ccc21 (centres undefined)	3.5%	4.1%	-6.9%	-8.1%	-21.3%	-5.7%	-10.3%
O=C(O)CSCNC(=O)CC12CC3CC(CC(C3)C1)C2	9.0%	-11.7%	-3.5%	4.2%	14.7%	5.5%	-2.3%
CC(C)c1cccc2cc3c(nc12)-c1cccc(=O)n1C3	·	25.2%	·	·	18.9%	·	23.0%
Cc1ccc(C(=O)N2c3ccc(F)cc3CCC2C)o1 (centres undefined)	-2.4%	4.8%	-4.3%	-1.7%	13.3%	1.9%	5.4%

5 compounds already listed, ordered by SMILES length, low to high:
SMILES	Lamin A splicing	CBFb RUNX1 block	GAA inhib	HttQ103 aggreg	HTT ATP protect	GAA glycogen	GAA spleen mod
C=CCSc1nc(Oc2ccccc2)c2sccc2n1	15.7%	?	-6.3%	4.4%	-21.7%	-1.0%	-1.0%
CCN(CC)S(=O)(=O)c1cc(C(=O)OC)ccc1Cl	7.1%	-11.9%	0.4%	-0.9%	-0.9%	6.3%	-1.2%
O=C(O)CSCNC(=O)CC12CC3CC(CC(C3)C1)C2	9.0%	-11.7%	-3.5%	4.2%	14.7%	5.5%	-2.3%
CC(C)c1cccc2cc3c(nc12)-c1cccc(=O)n1C3	·	25.2%	·	·	18.9%	·	23.0%
COC(=O)c1[nH]c2cccc(C)c2c1NC(=O)CN1CCN(c2ccccc2OC)CC1	-12.1%	-5.4%	5.8%	1.8%	-14.5%	2.6%	5.1%
